NPY-Y2 antag = antagonists of human neuropeptide Y receptor Y2 | P49146 | 140,000 tested, 0.99% active | inhibition, % at 2.7 µM | NPY-Y2 expressing cells, antagonist mode | AID 793; in the data active = inhibition above about 17%;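 also: 0% = vehicle with agonist challenge and 100% = reference antagonist with challenge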
Target sequence (P49146 whole entry, looked up): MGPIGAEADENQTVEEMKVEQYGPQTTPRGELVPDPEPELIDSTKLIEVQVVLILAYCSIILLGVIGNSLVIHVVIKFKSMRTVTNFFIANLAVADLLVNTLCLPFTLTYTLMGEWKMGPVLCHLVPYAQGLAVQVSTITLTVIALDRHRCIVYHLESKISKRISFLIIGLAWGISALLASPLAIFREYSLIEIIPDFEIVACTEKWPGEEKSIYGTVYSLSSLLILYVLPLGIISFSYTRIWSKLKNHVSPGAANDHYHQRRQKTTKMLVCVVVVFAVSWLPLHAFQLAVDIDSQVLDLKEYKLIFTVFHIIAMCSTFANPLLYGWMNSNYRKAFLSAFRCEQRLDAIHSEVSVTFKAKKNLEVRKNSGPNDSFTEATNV
Measles CPE = protection of cells from measles virus; Measles virus-infected cells, CPE protection, absorbance; 140,000 tested, 1.5% active; AID 841; protection (pct of control), % at 4 µM; in the data active = protection mostly above about 24%, no sharp cut-off; inactive = mostly below about 26%; also: some compounds called inactive have numbers as strong as hits
E-sel TNF inh = blocks E-selectin expression induced by TNF alpha; AID 1246; inhibition, % at 2 µM; 120,000 tested, 0.71% active; HUVEC TNFa-induced E-selectin immunofluorescence, high content;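 active = inhibition above the batch mean plus 3 SD, and confirmed as a hit on visual image review, cut at about 43% in these data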;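 also: 0% = TNF-stimulated DMSO wells and 100% = unstimulated control wells; not every result past the cut was called active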
Phagocytosis inh = blocks phagocytosis by macrophages; inhibition, % at 5 µM; J774A.1 macrophage IgG-bead phagocytosis, imaging; 110,000 tested, 0.07% active; AID 1029;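 active = inhibition above the mean of the plate negative controls plus 5 SD, cut at about 13% in these data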;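 also: phagocytic index as fraction of beads internalized from green versus red external bead signal; plate controls were DMSO negative control for no effect and cytochalasin-D positive control for full effect; some results beyond the cut were filed as inactive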
Yeast lifespan up = yeast lifespan extension. S. cerevisiae growth with nicotinamide, OD615; deaD strain in restrictive glucose medium. inhibition of the nicotinamide effect, % at 10 µM. 130,000 tested, 0.68% active. AID 775;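 active = inhibition above a set limit, placed 3 SD over the median of all compounds, cut at about 26% in these data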;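 also: 0% = nicotinamide-treated wells and 100% = cells grown without nicotinamide; some compounds called inactive have numbers as strong as hits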
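Assay system: DeaD-strain S. cerevisiae. Medium: CSMM-D glucose medium, restrictive. Reagent: nicotinamide, 1.5 mM, co-present with compound. Compound: 10 µM single point, 0.25% DMSO. Schedule: culture preincubation 4 h, compound exposure 48 h, both 30 °C. Detection: absorbance at 615 nm.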
HCT116 PTEN-null = suppresses growth of cells with PTEN deletion | AID 827 | HCT116 PTEN-null viability, CellTiter-Glo, 60 h; active compounds read low | 140,000 tested, 1.2% active | viability, % at 10 µM;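 active = viability at or below a set limit, 4 SD under the median of all tested compounds, cut at about 3.7% in these data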;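 also: PTEN knockout HCT116 line with beta catenin targeted HCT116 as companion control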
HCT116 bCat-KO = beta-catenin-lacking colon tumor cell growth suppression; HCT116 beta-catenin knockout viability, CellTiter-Glo, 60 h; active compounds read low; viability, % at 10 µM; 140,000 tested, 1.5% active; AID 818;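 active = viability at or under a set limit, the compound median less 4 SD, cut at about 6% in these data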;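 also: 0% = Hyamine 1622 control at 20 µM and 100% = untreated cell control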
BB579 growth dn = reduces growth of yeast BB579 in restrictive medium. S. cerevisiae BB579 growth, OD615, 48 h. 140,000 tested, 0.51% active. AID 804. inhibition, % at 10 µM;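 active = inhibition above a set limit, 3 SD over the mean compound inhibition, cut at about 44% in these data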; also: inactives centre near -24
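Material: Saccharomyces cerevisiae DeaD strain BB579, replicative lifespan model yeast; buffer or medium: CSMM-D restrictive synthetic medium containing dextrose (glucose); compound: 10 µM single dose, DMSO 0.25%; timing: 48 h compound exposure at 30 °C after 4 h preincubation; signal: turbidity as optical density at 615 nm; benchmarks: positive control amphotericin B 10 µg/mL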
MRP-1 activ = activates MRP-1 | H69AR cells + doxorubicin, viability rescue, CellTiter-Glo | viability increase, % at 10 µM | 140,000 tested, 0.61% active;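 active = viability gain under doxorubicin at or above a set limit, the compound median plus 3 SD, cut at about 4.7% in these data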;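 also: MRP-1 overexpressing cells given doxorubicin 25 µM after compound pretreatment; 18-22 h compound pretreatment then 72 h with doxorubicin before readout; 0% = doxorubicin-only wells and 100% = vehicle-treated cells without doxorubicin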
GALR2 blocker = antagonists of human galanin receptor 2 (GALR2); inhibition, % at 4 µM; AID 828; O43603; GALR2-expressing cells, antagonist mode; 140,000 tested, 0.39% active; in the data active = inhibition above about 27%;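 also: cells stimulated with galanin 1-16 at roughly its EC80; 0% = agonist challenge control and 100% = basal control without agonist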
Target sequence (O43603 whole entry, looked up): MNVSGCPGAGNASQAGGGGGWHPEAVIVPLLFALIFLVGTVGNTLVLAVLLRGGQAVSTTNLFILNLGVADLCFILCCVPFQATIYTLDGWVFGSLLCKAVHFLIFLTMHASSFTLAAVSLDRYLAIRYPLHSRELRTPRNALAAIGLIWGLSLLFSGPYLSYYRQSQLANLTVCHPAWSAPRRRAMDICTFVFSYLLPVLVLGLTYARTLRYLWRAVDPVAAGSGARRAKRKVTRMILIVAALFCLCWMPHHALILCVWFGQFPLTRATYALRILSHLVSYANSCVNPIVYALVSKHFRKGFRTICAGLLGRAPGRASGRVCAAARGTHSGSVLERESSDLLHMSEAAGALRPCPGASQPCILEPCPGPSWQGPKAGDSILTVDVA
Numbers without * were called inactive; / = no result given.

SMILES	NPY-Y2 antag	Measles CPE	E-sel TNF inh	Phagocytosis inh	Yeast lifespan up	HCT116 PTEN-null	HCT116 bCat-KO	BB579 growth dn	MRP-1 activ	GALR2 blocker
CCn1cc(Br)c(C(=O)N2CCN(c3ccccc3)CC2)n1	0	22	17	0	-14	109	98	-18	0.5	3
COc1ccc(NC(=O)COC(=O)C2CCCCC2)c([N+](=O)[O-])c1	5	2	/	-16	-3	101	96	-6	1.9	2
Cc1ccnc(NS(=O)(=O)c2ccccc2)n1	2	9	-10	-2	-8	89	94	-57	-2.1	-5
Cc1ccc2nsnc2c1S(=O)(=O)Nc1cccc2nsnc12	0	15	9	-1	-2	94	93	-24	-1.2	-4
CC(C)N1C(=O)/C(=C\c2nc3ccccc3c(=O)n2-c2ccccc2)c2ccccc21	-2	5	26	-5	16	3.1*	7	-34	-5.3	-14
Cc1nc2ccc(NC(=O)c3cccc(S(=O)(=O)N(C)c4ccccc4)c3)cc2s1	2	17	4	-13	-2	26	27	-33	-4.4	14
O=C(Nc1cc(C(F)(F)F)ccc1F)C1CCC1	3	22	22	-2	-12	93	98	-6	1.7	-1
O=C(c1cccc(S(=O)(=O)N2CCCC2)c1)c1nnc(-c2ccncc2)o1	0	10	-17	0	-10	107	94	-54	-1.1	-6
CCOC(=O)Cn1c(CN(Cc2ccccc2)Cc2ccccc2)nc2c1c(=O)n(C)c(=O)n2C	6	14	/	0	-11	62	75	-57	-1.9	-1
Cc1cccc2cc(CN(Cc3ccccc3)C(=O)c3cccc(F)c3)c(Cl)nc12	8	5	-16	/	-8	64	63	-22	-3.0	-14
CCC(C)C(=O)Nc1cc([N+](=O)[O-])ccc1Cl (centres undefined)	-2	19	/	-8	-5	93	96	-31	-0.7	6
CCC(=NCCc1c(C)[nH]c2ccccc12)C1=C(O)CC(c2ccccc2)CC1=O (centres undefined)	3	9	-10	9	21	27	24	-9	-0.8	-4
O=C(CSc1nc2ncc(Br)cc2[nH]1)c1cccc([N+](=O)[O-])c1	6	4	/	-6	5	86	95	-48	-2.6	-15
CCCCCCCCOC(=O)C(NC(=O)CCC(=O)Nc1ccc(S(N)(=O)=O)cc1)C(O)c1ccccc1 (centres undefined)	2	26	13	/	-6	95	94	-36	1.2	-11
O=C(c1cc(Cl)ccc1Cl)N1CCOCC1	1	14	-6	/	-8	107	107	5	0.6	4

Arranged by SMILES length (largest number first): some entries from above
SMILES	NPY-Y2 antag	Measles CPE	E-sel TNF inh	Phagocytosis inh	Yeast lifespan up	HCT116 PTEN-null	HCT116 bCat-KO	BB579 growth dn	MRP-1 activ	GALR2 blocker
CCCCCCCCOC(=O)C(NC(=O)CCC(=O)Nc1ccc(S(N)(=O)=O)cc1)C(O)c1ccccc1 (centres undefined)	2	26	13	/	-6	95	94	-36	1.2	-11
CCOC(=O)Cn1c(CN(Cc2ccccc2)Cc2ccccc2)nc2c1c(=O)n(C)c(=O)n2C	6	14	/	0	-11	62	75	-57	-1.9	-1
CC(C)N1C(=O)/C(=C\c2nc3ccccc3c(=O)n2-c2ccccc2)c2ccccc21	-2	5	26	-5	16	3.1*	7	-34	-5.3	-14
Cc1nc2ccc(NC(=O)c3cccc(S(=O)(=O)N(C)c4ccccc4)c3)cc2s1	2	17	4	-13	-2	26	27	-33	-4.4	14
CCC(=NCCc1c(C)[nH]c2ccccc12)C1=C(O)CC(c2ccccc2)CC1=O (centres undefined)	3	9	-10	9	21	27	24	-9	-0.8	-4
Cc1cccc2cc(CN(Cc3ccccc3)C(=O)c3cccc(F)c3)c(Cl)nc12	8	5	-16	/	-8	64	63	-22	-3.0	-14
O=C(c1cccc(S(=O)(=O)N2CCCC2)c1)c1nnc(-c2ccncc2)o1	0	10	-17	0	-10	107	94	-54	-1.1	-6
COc1ccc(NC(=O)COC(=O)C2CCCCC2)c([N+](=O)[O-])c1	5	2	/	-16	-3	101	96	-6	1.9	2
CCn1cc(Br)c(C(=O)N2CCN(c3ccccc3)CC2)n1	0	22	17	0	-14	109	98	-18	0.5	3
Cc1ccc2nsnc2c1S(=O)(=O)Nc1cccc2nsnc12	0	15	9	-1	-2	94	93	-24	-1.2	-4
CCC(C)C(=O)Nc1cc([N+](=O)[O-])ccc1Cl (centres undefined)	-2	19	/	-8	-5	93	96	-31	-0.7	6
O=C(Nc1cc(C(F)(F)F)ccc1F)C1CCC1	3	22	22	-2	-12	93	98	-6	1.7	-1

Carrying on:
SMILES	NPY-Y2 antag	Measles CPE	E-sel TNF inh	Phagocytosis inh	Yeast lifespan up	HCT116 PTEN-null	HCT116 bCat-KO	BB579 growth dn	MRP-1 activ	GALR2 blocker
Cc1ccc(N=C2NC(=O)/C(=C\c3ccco3)S2)cc1	2	25	6	-1	-3	101	99	-48	-1.7	-4
CC1=C(C)CC(C(=O)NNC(=O)c2csc3c2CCC(C(C)(C)C)C3)C(C(=O)O)C1 (centres undefined)	0	5	-8	-4	1	96	96	-47	-1.1	-3
Cc1ccc(S(=O)(=O)N(CCCO)CC(O)CON=C2c3ccccc3-c3ccccc32)cc1 (centres undefined)	0	2	/	-2	-1	46	55	-25	-4.6	5
COc1ccc(NC(=O)C2CC(=O)N(c3cc(C)ccc3C)C2)cc1 (centres undefined)	1	7	7	0	36	103	102	-40	0.5	10
CCOC(=O)c1c(NC(=O)CSc2nnc3c(Cl)cc(Cl)cn23)sc2c1CCC2	9	6	0	-5	0	72	83	-56	-2.4	-16
Cn1c(-c2ccccc2)cnc1SCc1nc2ccccc2c(=O)[nH]1	1	22	-1	-1	-10	95	85	-35	-0.8	6
Cc1c(NC(=O)c2ccc(Cl)s2)c(=O)n(-c2ccccc2)n1C	1	9	/	-7	10	93	103	-16	-2.2	2
O=C(NCCCn1ccnc1)c1sc2cccc(F)c2c1Cl	4	16	11	/	10	94	90	-19	-1.8	3
O=C1CCCN1Cc1ncnn1-c1ccccc1	0	17	-5	/	-2	98	89	-29	-1.0	-5
COc1cccc(N(C(=O)Cn2nnc(-c3ccc(C)o3)n2)C(C(=O)NC(C)(C)C)c2cccs2)c1 (centres undefined)	3	6	-18	/	/	90	92	-37	-1.2	-1
CCC(=O)N1CCN(c2cc(C)ccc2C)CC1	5	4	/	-1	-19	85	83	-14	-1.2	0
COc1cc(OC)cc(C(=O)NCC(=O)OCC(=O)c2ccc3c(c2)-c2ccccc2C3)c1	3	10	17	-7	-3	99	92	-34	0.8	-12
CCOc1ccc(N(CC(=O)NCC2CCCO2)S(=O)(=O)c2ccc(OC)c(OC)c2)cc1 (centres undefined)	0	20	-15	/	-2	88	97	-24	-1.1	-10
O=C(CCl)N(c1ccc(Cl)cc1)c1c[nH]c2ccccc12	0	1	-11	/	-15	1.8*	1.7*	-26	-7.2	19
FC(F)(F)c1cnc(Sc2nnc(-c3cccs3)n2CC2CCCO2)c(Cl)c1 (centres undefined)	0	2	-3	-1	-4	99	95	-53	-1.3	1
Cn1cc(Cl)c(-c2n[nH]c(=S)n2-c2ccc(F)cc2)n1	0	6	5	-3	2	99	90	-41	-1.7	-3
C=CCc1cc(/C=N\NC(=O)CSc2nnc(CCCc3ccc(OC)c(C)c3)o2)cc(OC)c1O	-1	3	17	-2	4	89	92	-18	-4.0	8
CCOc1ccc(Nc2nc(Cc3nnc(SCC(=O)N(CC)CC)n3C)cs2)cc1	1	7	10	/	/	95	83	18	2.1	13
COc1ccc(-n2nnc3c(SCC(=O)NCc4ccco4)ncnc32)cc1	7	17	/	0	-1	70	75	-45	-2.0	-4
Cc1nc2ccccc2c(=O)n1CC(=O)N1CCOCC1	2	8	-21	1	-13	102	88	-12	-1.0	-18
O=C(NCCN1CCN(Cc2ccccc2Cl)CC1)Nc1ccccc1	3	4	12	/	-8	86	81	-23	-3.0	2
COc1ccc(N2CCN(c3nc(NCCO)nc(N4CCOCC4)n3)CC2)cc1	-2	19	-2	1	-20	87	94	-14	1.4	-3
Cc1cccn2c(=O)c3cc(C#N)c(=N)n(CCN4CCOCC4)c3nc12	-2	1	-2	0	-10	81	91	-19	-1.0	16
Cc1ccc(S(=O)(=O)/C(C#N)=C/c2c(N3CCN(C)CC3)nc3ccccn3c2=O)cc1	2	9	14	0	8	105	96	-38	1.2	1
O/N=C1/CCCCc2sccc21	2	7	/	1	-13	81	93	-3	-1.2	-2
CCOC(=O)c1sc(NC(=O)CN(CC)CC)c(C(=O)OCC)c1C	3	7	1	-2	28*	76	82	-3	-2.5	-2
O=[N+]([O-])CC(=Nc1ccc(Cl)cc1)N/N=C\c1oc(O)c2ccccc12	1	9	-9	/	-5	90	84	-23	-2.2	2
CCC1Oc2ccc(C)cc2N(CC(=O)N(Cc2ccc(C)o2)C2CC(C)(C)NC(C)(C)C2)C1=O (centres undefined)	14	13	18	/	/	12	21	7	-7.6	3
COc1cc(SC)ccc1C(=O)Nc1ccc(C)cc1C	4	21	/	-2	-4	98	89	-14	1.4	-6
O=C(COc1ccccc1F)Nc1ccc(S(=O)(=O)NCc2ccco2)cc1	-5	15	3	0	-14	92	87	-2	-3.7	4
COc1ccc(-n2c(SCC#N)nc3ccccc3c2=O)cc1	3	11	-23	-1	-13	95	90	-37	-0.3	1
COc1ccc(NC(NC(=O)c2ccc(OC)cc2)C(Cl)(Cl)Cl)cc1 (centres undefined)	2	6	27	/	-13	88	76	-12	-1.8	10
CC1(C)CC(=O)C(C=NCC2CCNCC2)=C(O)C1	0	3	3	-2	2	97	94	-50	-0.5	-7
C=CCN1C(=O)/C(=C/c2ccc(N(C)C)cc2)S/C1=N\c1nnc(CC)s1	2	17	-5	0	-1	73	76	-4	-3.5	-13
CCOC(=O)CCCc1sc(N)nc1-c1[nH]c(=O)[nH]c1C	-1	38	-16	1	-24	90	96	-26	-2.3	-10
Oc1ccccc1/C=N/n1cnnc1	0	14	0	0	-13	96	97	7	1.0	4
COc1cccc(/C=N/Nc2nn3cnnc3c3ccccc23)c1	0	10	-5	1	-13	72	83	-79	-1.0	-1
Cc1cc(Nc2ccccc2)n(-c2ccc(Br)cc2)n1	4	19	25	-1	-5	71	66	-18	-1.2	-3
Cc1ccc(C(C(=O)NCCc2ccccc2)N(C(=O)c2csnn2)C2CC2)o1 (centres undefined)	3	12	13	0	-5	94	94	-21	-0.3	-19
CCOC(=O)Cc1csc(NC(=O)NC2(C(F)(F)F)Oc3ccc(Cl)cc3O2)n1 (centres undefined)	3	8	-9	0	0	75	82	-81	-2.1	1
COC(=O)c1ccc(CSc2nnc(-c3ccc4c(c3)OCO4)n2-c2ccccc2)o1	5	21	/	5	2	96	91	-32	-0.6	7

High-throughput results: PubChem, several laboratories
